From PubChem
C diff HTS: inhibitors of Clostridium difficile growth; growth activity, negative = inhibition, % at 16 µg/mL (by protocol); hit rate 0.25% among 86,000; Clostridium difficile clinical isolate growth, OD600, 24 h; hits give low values; AID 1259249;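 active means mean growth activity at or below -80% and every replicate also at or below -80%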;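 further: 0% = DMSO wells and -100% = levofloxacin 16 µg/mL wells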
* = called active by the depositor. An excerpt; count on the stated rates, not on these rows.

compound: O=C1O[C@@H](c2ccccc2)[C@@H](c2ccccc2)N2[C@@H](c3ccc(O)cc3)[C@]3(C(=O)Nc4ccc(C#CC5(O)CCCCCC5)cc43)[C@@H](C(=O)NC[C@H](O)c3ccccc3)[C@H]12
  C diff HTS = 4
compound: NC(=O)C1=C[C@@H](c2coc3ccccc3c2=O)C[C@@H](OCCCCO)O1
  C diff HTS = -9
compound: O=C(C1=C[C@@H](c2csc3ccccc23)C[C@@H](OCc2ccc(CO)cc2)O1)N1CCOCC1
  C diff HTS = 10
compound: O=C1C=CCCN1C(=O)/C=C/c1ccccc1Cl
  C diff HTS = 3
compound: CCOC(=O)[C@@H]1[C@@H]2C=C[C@]3(O2)[C@H](C(=O)NCc2ccccc2)N(CCCCCCO)C(=O)[C@@H]13
  C diff HTS = 6
compound: O=[N+]([O-])c1ccc(C(O)CC(O)CSc2nc(-c3ccccc3)c(-c3ccccc3)o2)cc1 (stereo not given)
  C diff HTS = 1
compound: O=C(NCc1ccccc1)C1=C[C@@H](c2coc3ccccc3c2=O)C[C@@H](OCc2ccc(CO)cc2)O1
  C diff HTS = 12
compound: O=C(NCc1ccccc1)C1=C[C@H](C2CC2)C[C@H](OCc2ccc(CO)cc2)O1
  C diff HTS = 8
compound: CCOC(=O)[C@H]1[C@@H]2C(=O)N3CCC[C@H]3[C@H](O[Si](C(C)C)(C(C)C)C(C)C)[C@H]2C=C2CCN(S(=O)(=O)c3ccc(C)cc3)C[C@H]21
  C diff HTS = 4
compound: CCOC(=O)C1C2C=CC3(O2)C1C(=O)N(Cc1ccccc1)C3C(=O)NCc1ccccc1 (stereo not given)
  C diff HTS = -6
compound: COc1ccc([Si](C)(C)[C@@H]2[C@@H](CCO)O[C@]3(C(=O)N(c4ccccc4)c4ccccc43)[C@H]2C)cc1
  C diff HTS = -4
compound: C#CCNC(=O)C1=C[C@@H](c2ccccc2)[C@H](CCCO)[C@@H](OCC)O1
  C diff HTS = 4
compound: Cc1cccc(C)c1-n1nnnc1SCc1nc(N)nc(N(C)C)n1
  C diff HTS = 8
compound: COCCOC(=O)N1C(=O)[C@@]2(c3cc(C#CCC(C(=O)OC)C(=O)OC)ccc31)[C@H](c1ccccc1OCCO)N1[C@H](c3ccccc3)[C@H](c3ccccc3)OC(=O)[C@H]1[C@@H]2C(=O)NC[C@H](O)c1ccccc1
  C diff HTS = 4
compound: COC(=O)C(CC#Cc1ccc2c(c1)[C@]1(C(=O)N2)[C@H](c2ccc(OCCO)cc2)N2[C@H](c3ccccc3)[C@H](c3ccccc3)OC(=O)[C@H]2[C@@H]1C(=O)Nc1nc2ccccc2s1)C(=O)OC
  C diff HTS = -4

compound: COc1ccc(COC[C@]23NC(=S)N(C(=O)c4ccccc4)[C@H](c4ccccc4O2)[C@H]3CO[Si](C)(C)C(C)(C)C)cc1
  C diff HTS = -10
compound: COc1ccc(CN2C(C)C3C(C)=CC2C2C(=O)N(C)C(=O)C32)cc1 (stereo not given)
  C diff HTS = -4
compound: O=C(O)CCCCCCC(=O)NOCc1ccccc1
  C diff HTS = 0
compound: CCO[C@@H]1OC(C(=O)NC2CC2)=C[C@H](c2ccccc2)[C@H]1CCCO
  C diff HTS = -3
compound: COCCCNC(=O)[C@@]1(CCS(=O)(=O)c2ccccc2)N=C(c2ccc(OCCCO)cc2)O[C@H]1c1ccccc1
  C diff HTS = 1
compound: O=C1O[C@@H](c2ccccc2)[C@@H](c2ccccc2)N2[C@@H](c3ccccc3OCCO)[C@]3(C(=O)Nc4ccc(C#CC5(O)CCCCCC5)cc43)[C@@H](C(=O)N3CCCCCCC3)[C@H]12
  C diff HTS = -1
compound: CCC(CO)Oc1cc(NC(=O)c2ccccc2F)c2ncn(C(C)C)c2c1 (stereo not given)
  C diff HTS = -4
compound: C#CCNC(=O)C1=C[C@H](c2ccc(C(F)(F)F)cc2)C[C@H](OCCCCO)O1
  C diff HTS = 7
compound: COC(=O)c1c2oc(c1C(=O)OC)C(=O)N[C@@H](Cc1ccccc1)Cn1cc(nn1)[C@@H](Cc1ccccc1)NC(=O)N[C@@H](CO)CC2
  C diff HTS = 1
compound: CCC(CO)Oc1cc(NC(=O)c2ccc(Cl)cc2)c2ncn(C(C)C)c2c1 (stereo not given)
  C diff HTS = 0
compound: NC(=O)NCC#Cc1ccc2c(c1)[C@]1(C(=O)N2)[C@H](C(=O)O)[C@H]2C(=O)O[C@H](c3ccccc3)[C@H](c3ccccc3)N2[C@@H]1c1ccc(O)cc1
  C diff HTS = -2
compound: O=C(C1=C[C@H](c2ccc(C(F)(F)F)cc2)C[C@H](OCCCCO)O1)N1CCN(Cc2ccc3c(c2)OCO3)CC1
  C diff HTS = 13
compound: CCCNC(=O)Cc1ccc(N)cc1
  C diff HTS = -8
compound: O=C(C1=C[C@@H](c2ccc3c(c2)OCO3)C[C@@H](OCc2ccc(CO)cc2)O1)N1CCCCC1
  C diff HTS = -5
compound: O=C(Nc1ccccc1)N[C@H](Cc1ccccc1)Cn1cc(CN2C(=O)COC[C@H]2c2ccccc2)nn1
  C diff HTS = 0

Overlap with the part before: 4 compounds, then new ones.
compound: O=C(C1=C[C@H](c2ccc(C(F)(F)F)cc2)C[C@H](OCCCCO)O1)N1CCN(Cc2ccc3c(c2)OCO3)CC1
  C diff HTS = 13
compound: CCCNC(=O)Cc1ccc(N)cc1
  C diff HTS = -8
compound: O=C(C1=C[C@@H](c2ccc3c(c2)OCO3)C[C@@H](OCc2ccc(CO)cc2)O1)N1CCCCC1
  C diff HTS = -5
compound: O=C(Nc1ccccc1)N[C@H](Cc1ccccc1)Cn1cc(CN2C(=O)COC[C@H]2c2ccccc2)nn1
  C diff HTS = 0
compound: CO[C@H]1O[C@H](CO)[C@@H](OC(=O)Nc2ccccc2-c2ccccc2)[C@H](OC(=O)Nc2ccccc2-c2ccccc2)[C@@H]1OC(=O)Nc1ccccc1-c1ccccc1
  C diff HTS = -7
compound: O=C1C2C=C(Br)[C@H](C[C@@H]2OCCCCCCO)[C@@]12CO2
  C diff HTS = -9
compound: CO[C@H]1O[C@H](CO)[C@@H](OC(=O)Nc2cccc(F)c2)[C@@H]2OC(=O)[C@@H](Cc3ccccc3)C/C=C/C[C@H](Cc3ccccc3)C(=O)O[C@@H]12
  C diff HTS = 7
compound: COc1cc(OC)c(CNS(=O)(=O)c2ccc(Br)cc2)c(OC)c1
  C diff HTS = 9
compound: CCO[C@H]1OC(C(=O)N2CCCC2)=C[C@@H](c2ccc(Br)cc2)[C@@H]1CCCO
  C diff HTS = 10
compound: O=C(C1=C[C@@H](c2ccc(Br)cc2)C[C@@H](OCCCCO)O1)N1CCOCC1
  C diff HTS = 2
compound: COC(=O)c1c(CC[C@@H](CO)NC(=O)N[C@H](Cn2cc(-c3cncn3C)nn2)C(C)C)oc(C(C)=O)c1C(=O)OC
  C diff HTS = -1
compound: C=CC(COC(C)=O)NS(=O)(=O)c1ccc(Br)cc1 (stereo not given)
  C diff HTS = -7
compound: O=C(NCc1nc2ccccc2[nH]1)C1=C[C@@H](c2csc3ccccc23)C[C@@H](OCc2ccc(CO)cc2)O1
  C diff HTS = 10
compound: COc1cc(CO)cc(I)c1O[C@H]1C=C(C(=O)NCCO)C[C@@H](NCc2ccccc2F)[C@@H]1O
  C diff HTS = -8
compound: Cc1cc(C)cc(N2C(=O)CS(=O)(=O)C2c2cccc([N+](=O)[O-])c2)c1 (stereo not given)
  C diff HTS = -3
compound: CCOC(=O)c1ccc(NC(=O)O[C@H]2[C@H](OC(=O)Nc3ccc4c(c3)OCO4)[C@@H](OC(=O)Nc3ccc4c(c3)OCO4)[C@@H](OC)O[C@@H]2CO)cc1
  C diff HTS = 8
compound: C/C=C/[C@@H](CCn1cc([C@H](O)c2ccccc2)nn1)[Si](C)(C)c1ccc(OC)cc1
  C diff HTS = 0
compound: CC(C)(C)[C@H]1C=C(C(=O)N2CCN(Cc3ccc4c(c3)OCO4)CC2)O[C@@H](OCCCCO)C1
  C diff HTS = 8
compound: COc1ccc([Si](C)(C)[C@@H]2[C@@H](CCO)O[C@]3(C(=O)N(C)c4ccccc43)[C@H]2C)cc1
  C diff HTS = 4

compound: COc1ccccc1CN1C(=O)c2ccccc2[C@@]2(Cc3ccccc3N(CCN3CCOCC3)C2=O)[C@@H]1c1ccc(CO)cc1
  C diff HTS = -9
compound: N#Cc1cc(NC(=O)c2ccc(Cl)cc2)ccc1Sc1ccccc1
  C diff HTS = 10
compound: CC(C)(C)[C@H]1C=C(C(=O)O)O[C@@H](OCc2ccc(CO)cc2)C1
  C diff HTS = 9
compound: C#CCNC(=O)C1=C[C@H](c2csc3ccccc23)C[C@H](OCCCCO)O1
  C diff HTS = 1
compound: NC(=O)[C@@H]1[C@H]2C(=O)O[C@H](c3ccccc3)[C@H](c3ccccc3)N2[C@H](c2ccc(OCCO)cc2)[C@@]12C(=O)Nc1ccccc12
  C diff HTS = -10
compound: C=CC[C@@]1(C(=O)NCC(O)CO)N=C(c2ccc(OCCCO)cc2)O[C@@H]1c1ccccc1 (stereo not given in full)
  C diff HTS = -3
compound: COCCCN1C(=O)[C@@]2(Cc3ccccc31)c1ccccc1C(=O)N(Cc1ccccc1)[C@H]2c1ccc(CO)cc1
  C diff HTS = -6
compound: COc1ccc(CCN2C(=O)[C@@]3(Cc4ccccc42)c2ccccc2C(=O)N(Cc2ccccc2C(F)(F)F)[C@H]3c2ccc(CO)cc2)cc1
  C diff HTS = -11
compound: COC(=O)C1=C2CC[C@H](CO)NC(=O)N[C@H](Cc3ccccc3)C(=O)NCc3cn(nn3)C[C@H](Cc3ccccc3)NC(=O)c3oc(c(C(=O)OC)c3C(=O)OC)CC[C@H](CO)NC(=O)N[C@H](Cc3ccccc3)C(=O)NCc3cn(nn3)C[C@H](Cc3ccccc3)NC(=O)C(=C1C(=O)OC)O2
  C diff HTS = -4
compound: COc1ccc([Si](C)(C)[C@H]2[C@H](CCO)O[C@@]3(C(=O)N(Cc4ccc(NC(C)=O)cc4)c4ccccc43)[C@@H]2C)cc1
  C diff HTS = 0
compound: O=C(NCc1ccccc1)C1=C[C@H](c2csc3ccccc23)C[C@H](OCc2ccc(CO)cc2)O1
  C diff HTS = 19
compound: COCCCNC(=O)[C@@]1(Cc2ccccc2N=[N+]=[N-])N=C(c2ccc(OCCCO)cc2)O[C@H]1c1ccccc1N=[N+]=[N-]
  C diff HTS = 7
compound: O=C(c1ccccc1)N1Cc2ccccc2[C@@H]2OC(c3ccc(OCCCO)cc3)=N[C@]2(Cc2ccccc2)C1=O
  C diff HTS = 2
compound: O=C(Nc1ccccc1)C1=C[C@H](C2CCCCC2)C[C@H](OCc2ccc(CO)cc2)O1
  C diff HTS = 16
compound: O=C(Nc1ccccc1)NC1(c2cn(CC(=O)N3CCN(c4ccccc4)CC3)nn2)CCCCC1
  C diff HTS = -2

compound: [N-]=[N+]=Nc1ccccc1C[C@@]1(C(=O)NCCN2CCOCC2)N=C(c2ccc(OCCCO)cc2)O[C@@H]1c1ccccc1N=[N+]=[N-]
  C diff HTS = 0
compound: O=C(C1=C[C@@H](c2ccc(C(F)(F)F)cc2)C[C@@H](OCc2ccc(CO)cc2)O1)N1CCCCCCC1
  C diff HTS = 9
compound: O=C1O[C@@H](c2ccccc2)[C@@H](c2ccccc2)N2[C@@H](c3ccc(OCCO)cc3)[C@]3(C(=O)Nc4ccc(C#CCCO)cc43)[C@@H](C(=O)N3CCN(c4ncccn4)CC3)[C@H]12
  C diff HTS = 3
compound: COc1ccc(C#Cc2ccc3c(c2)[C@]2(C(=O)N3)[C@H](c3ccccc3OCCO)N3[C@H](c4ccccc4)[C@H](c4ccccc4)OC(=O)[C@H]3[C@@H]2C(=O)N2CCN(c3ncccn3)CC2)cc1
  C diff HTS = 3
compound: C#CCNC(=O)C1=C[C@H](c2ccc(C(F)(F)F)cc2)C[C@H](OCc2ccc(CO)cc2)O1
  C diff HTS = 5
compound: C=CC1c2cc(OC)c(OC)cc2CC(C)N1Cc1ccc(OC)cc1 (stereo not given)
  C diff HTS = -1
compound: COc1ccc(COC[C@@]23Oc4ccccc4[C@@H](NC(=O)N2C)[C@H]3CO)cc1
  C diff HTS = -3
compound: CCO[C@H]1OC(C(N)=O)=C[C@@H](c2csc3ccccc23)[C@@H]1CCCO
  C diff HTS = -3
compound: COc1ccc(COC[C@]23NC(=O)N[C@H](c4ccccc4O2)[C@H]3CO)cc1
  C diff HTS = -6
compound: CCO[C@@H]1OC(C(=O)N2CCN(Cc3ccccc3)CC2)=C[C@H](C2CCCCC2)[C@H]1CCCO
  C diff HTS = 15
compound: CO[C@H]1O[C@H](CO)[C@@H](OC(=O)Nc2ccc3c(c2)OCO3)[C@@H]2OC(=O)[C@@H](Cc3ccccc3)C/C=C/C[C@H](Cc3ccccc3)C(=O)O[C@@H]12
  C diff HTS = -3
compound: COC(=O)[C@H]1COC(c2ccc(OCCCO)cc2)=N1
  C diff HTS = 3
compound: C=CC1CN(S(=O)(=O)c2ccc(Br)cc2)C(=O)N1c1ccc(Br)cc1 (stereo not given)
  C diff HTS = -3
compound: COc1ccc(C#Cc2ccc3c(c2)[C@]2(C(=O)N3)[C@H](C(N)=O)[C@H]3C(=O)O[C@H](c4ccccc4)[C@H](c4ccccc4)N3[C@@H]2c2ccc(O)cc2)cc1
  C diff HTS = 10
compound: CCOC(=O)C1=CC[C@@H](c2ccc3ccccc3n2)[C@@H]1C(=O)c1ccccc1
  C diff HTS = -12
compound: Nc1ccccc1-c1cn(CC(=O)Nc2ccon2)nn1
  C diff HTS = -6
compound: NCCCCCNC(=O)[C@@H]1C[C@@H]2C(=O)N[C@@H](Cc3ccccc3)C(=O)N2[C@@H]1c1ccc(O)cc1
  C diff HTS = -3

Among those listed so far, these have a thiophene ring, fused or not:
compound: O=C(C1=C[C@@H](c2csc3ccccc23)C[C@@H](OCc2ccc(CO)cc2)O1)N1CCOCC1
  C diff HTS = 10
compound: O=C(NCc1nc2ccccc2[nH]1)C1=C[C@@H](c2csc3ccccc23)C[C@@H](OCc2ccc(CO)cc2)O1
  C diff HTS = 10
compound: C#CCNC(=O)C1=C[C@H](c2csc3ccccc23)C[C@H](OCCCCO)O1
  C diff HTS = 1
compound: O=C(NCc1ccccc1)C1=C[C@H](c2csc3ccccc23)C[C@H](OCc2ccc(CO)cc2)O1
  C diff HTS = 19
compound: CCO[C@H]1OC(C(N)=O)=C[C@@H](c2csc3ccccc23)[C@@H]1CCCO
  C diff HTS = -3
